MEKK2mut PB1 HTS – MEK5 binding signal on mutant MEKK2 PB1, primary screen, biochemical, multiplex bead flow cytometry, Alexa488-MEK5; Alexa488-MEK5 binding to MEKK2 mutant; percent response, % at 10 µM; 290,000 compounds, 0.35% hits; AID 1530, 2009; in the data active means percent response above about 24%, passing the limit was not always enough; further: inactives centre near 1; some results filed as inactive read as strong as hits; reference of the scale not given here
OXTR agonist – human OXTR agonists, primary screen, fluorescence, CHO-OTR cells, Fluo-8 calcium | Oxytocin receptor (Homo sapiens), P30559 | Fluo-8 calcium fluorescence; normalized: DMSO 0%, oxytocin 100% | activation, % at 3 µM | 320,000 compounds, 0.32% hits | AID 2435, 2010;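 active means activation above the mean of all tested compounds plus 3 SD, cutoff set per screening run, cut at about 20% in these data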;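 further: peak over basal fluorescence ratio from a 100 s FLIPR kinetic read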
MEKK2 WT-MEK5 – modulators of MEK5 binding to wildtype MEKK2, primary screen, biochemical, multiplex bead flow cytometry, Alexa488-MEK5. Mitogen-activated protein kinase kinase kinase 2 (Homo sapiens), Q9Y2U5. Alexa488-MEK5 binding to MEKK2 WT; actives lie on both sides. binding response (% of control), % at 10 µM. 290,000 compounds, 1.1% hits; in the data active means binding response below about 67% or above about 130%
MEKK3 PB1 HTS – modulators of MEKK3-MEK5 PB1 binding, primary screen, biochemical, wildtype MEKK3, multiplex bead flow cytometry, Alexa488-MEK5; AID 1529, 2009; 290,000 compounds, 1.4% hits; Mitogen-activated protein kinase kinase kinase 3 (Homo sapiens), Q99759; binding response (% of control), % at 10 µM; bead-based flow cytometry, Alexa488-MEK5 binding to MEKK3; actives lie on both sides; 0 = blocked by unlabeled MEK5, 100 = vehicle;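 active means binding response more than 3 SD above or below the average of its plate-row segment, actives on both sides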;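 further: Alexa488 bead fluorescence after subtracting the streptavidin-only scavenger bead signal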
Target sequence (Q99759 whole entry, looked up): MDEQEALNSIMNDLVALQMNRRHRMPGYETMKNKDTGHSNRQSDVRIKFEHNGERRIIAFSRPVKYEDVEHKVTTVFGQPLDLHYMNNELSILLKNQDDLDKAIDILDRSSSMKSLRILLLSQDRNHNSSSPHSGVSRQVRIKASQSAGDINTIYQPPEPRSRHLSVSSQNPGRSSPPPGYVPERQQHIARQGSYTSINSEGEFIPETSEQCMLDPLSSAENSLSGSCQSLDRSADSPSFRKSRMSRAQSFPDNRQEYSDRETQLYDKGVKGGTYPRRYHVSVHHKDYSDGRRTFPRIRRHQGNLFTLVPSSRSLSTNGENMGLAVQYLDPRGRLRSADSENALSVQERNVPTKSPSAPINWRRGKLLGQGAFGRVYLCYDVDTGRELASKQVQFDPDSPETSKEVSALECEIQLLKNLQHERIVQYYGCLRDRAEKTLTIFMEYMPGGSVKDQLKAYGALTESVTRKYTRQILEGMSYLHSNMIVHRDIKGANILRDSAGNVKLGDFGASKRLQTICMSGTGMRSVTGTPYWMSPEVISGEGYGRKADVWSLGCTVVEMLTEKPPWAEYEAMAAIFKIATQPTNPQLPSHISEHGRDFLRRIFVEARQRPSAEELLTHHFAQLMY
FID counter – compounds displacing fluorescent DNA intercalator, primary screen, artefact control for HCV NS3 helicase inhibitor project, biochemical, FID fluorescence; DNA fluorescent intercalator displacement; inhibition, % at 7.9 µM; 290,000 compounds, 0.17% hits; AID 1845, 2009; in the data active means inhibition above about 37%;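 further: 0% = vehicle and 100% = reference compound; higher means more ethidium bromide displaced from hairpin DNA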
PHOSPHO1 inh – PubChem AID 1565 | inhibition, % at 13.3 µM | recombinant PHOSPHO1, absorbance phosphatase assay | 290,000 compounds, 1.1% hits | Phosphoethanolamine/phosphocholine phosphatase (Homo sapiens), Q8TCT1; in the data active means inhibition above about 60%
Target sequence (Q8TCT1 whole entry, looked up): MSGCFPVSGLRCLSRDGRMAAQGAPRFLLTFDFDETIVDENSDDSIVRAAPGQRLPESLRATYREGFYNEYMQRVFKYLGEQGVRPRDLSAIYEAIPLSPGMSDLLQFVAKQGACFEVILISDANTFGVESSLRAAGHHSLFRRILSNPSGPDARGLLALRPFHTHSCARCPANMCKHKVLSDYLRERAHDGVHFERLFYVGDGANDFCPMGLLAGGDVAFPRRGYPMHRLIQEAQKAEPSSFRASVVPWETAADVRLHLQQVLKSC
GPR7 antagonist – GPR7 receptor antagonists, primary screen, cell-based, fluorescence, single concentration; Neuropeptides B/W receptor type 1 (Homo sapiens), P48145; 290,000 compounds, 1.1% hits; AID 1861, 2009; GPR7-expressing cells, fluorescence antagonist assay; inhibition, % at 4.4 µM; in the data active means inhibition above about 16%, passing the limit was not always enough;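 further: cells stimulated with the agonist NPW; 0% = agonist with vehicle and 100% = vehicle without agonist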
PfM18AAP inh – PfM18AAP inhibitors, malaria aminopeptidase, primary screen, biochemical, QFRET, recombinant enzyme; 290,000 compounds, 1.2% hits; H-Glu-NHMec fluorogenic cleavage; inhibition, % at 7.35 µM;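 active means inhibition above the campaign mean inhibition over all tested compounds plus 3 SD, cut at about 28% in these data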;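 further: 0% = plate median of test compound wells and 100% = 2 mM ZnCl2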
NALP1 inh – NALP1 inflammasome inhibitors in reconstituted yeast, colorimetric, S. cerevisiae, triplicate retest. 280,000 compounds, 0.61% hits. S. cerevisiae NALP1/ASC/caspase-1 growth, X-gal OD620, 72 h. inhibition, % at 10 µM. AID 2071, 2009; in the data active means inhibition mostly above about 24%, no sharp cut-off; inactive means mostly below about 32%; further: some compounds called inactive have numbers as strong as hits
Active calls of the source: *.

CS(=O)(=O)N1CCN=C1SCc1cccc(F)c1 was read as MEKK2mut PB1 HTS 6.0, OXTR agonist -0.2, MEKK2 WT-MEK5 101.0, MEKK3 PB1 HTS 102.0, FID counter -5.2, PHOSPHO1 inh 38.5, GPR7 antagonist -2.5, PfM18AAP inh -4.8 and NALP1 inh 8.7.
Screening CC1CCN(C(=O)CS(=O)(=O)Cc2ccccc2)CC1 returned MEKK2mut PB1 HTS 3.0, OXTR agonist 0.8, MEKK2 WT-MEK5 100.0, MEKK3 PB1 HTS 100.0, FID counter -12.3, PHOSPHO1 inh 40.3, GPR7 antagonist -16.3, PfM18AAP inh 2.7 and NALP1 inh -1.4.
COc1ccc(NC(=O)c2scc(S(=O)(=O)C(C)C)c2N)cc1 was read as MEKK2mut PB1 HTS -29.0, OXTR agonist 0.0, MEKK2 WT-MEK5 74.0, MEKK3 PB1 HTS 71.0, FID counter -19.7, PHOSPHO1 inh 21.9, GPR7 antagonist -3.1 and PfM18AAP inh -4.3.
For N#Cc1cccnc1N1CCN(C(=O)COCC(=O)O)CC1 the results were MEKK2mut PB1 HTS -5.0, OXTR agonist 0.6, MEKK2 WT-MEK5 99.0, MEKK3 PB1 HTS 100.0, FID counter 1.5, PHOSPHO1 inh 13.9, GPR7 antagonist 0.8 and PfM18AAP inh 4.0.
`Cc1c(C)c2ccc(OCC(=O)NC3CCN(Cc4ccccc4)CC3)cc2oc1=O` gave MEKK2mut PB1 HTS 8.0, OXTR agonist 0.0, MEKK2 WT-MEK5 115.0, MEKK3 PB1 HTS 104.0, FID counter 8.8, PHOSPHO1 inh 43.5, GPR7 antagonist -16.4, PfM18AAP inh 0.7 and NALP1 inh 8.4.
`Cc1ccccc1C(=O)Nc1ccc(O)cc1C(=O)O` gave MEKK2mut PB1 HTS -1.0, OXTR agonist 1.1, MEKK2 WT-MEK5 103.0, MEKK3 PB1 HTS 104.0, FID counter 0.5, PHOSPHO1 inh -13.8, GPR7 antagonist 2.7, PfM18AAP inh 0.5 and NALP1 inh -14.2.
For O=C(N/N=C/C=C/c1ccccc1)c1cccs1 the results were MEKK2mut PB1 HTS -1.0, OXTR agonist -1.6, MEKK2 WT-MEK5 97.0, MEKK3 PB1 HTS 100.0, FID counter -6.1, PHOSPHO1 inh 20.5, GPR7 antagonist -2.6, PfM18AAP inh 3.9 and NALP1 inh -1.6.
Screening C[C@H]1C=C(C(=O)O)O[C@@H](OCc2ccc(CO)cc2)C1 returned MEKK2mut PB1 HTS -6.0, OXTR agonist -0.2, MEKK2 WT-MEK5 86.0 and MEKK3 PB1 HTS 78.0.
`O=[N+]([O-])c1cc(C(F)(F)F)cc([N+](=O)[O-])c1NCc1cccnc1` gave MEKK2mut PB1 HTS 8.0, OXTR agonist -2.6, MEKK2 WT-MEK5 95.0, MEKK3 PB1 HTS 99.0, FID counter 8.2, PHOSPHO1 inh -18.9, GPR7 antagonist -6.4, PfM18AAP inh 12.4 and NALP1 inh 19.2.
Screening COc1cccc(CC(=O)Nc2nc(-c3cccnc3)cs2)c1 returned MEKK2mut PB1 HTS -2.0, OXTR agonist -0.9, MEKK2 WT-MEK5 92.0, MEKK3 PB1 HTS 93.0, FID counter -6.4, PHOSPHO1 inh -6.6, GPR7 antagonist 16.7 and PfM18AAP inh -8.6.
Cn1c(=O)n(C)c2cc(S(=O)(=O)Nc3ccccc3C(=O)O)ccc21 was read as MEKK2mut PB1 HTS 3.0, OXTR agonist 0.7, MEKK2 WT-MEK5 102.0, MEKK3 PB1 HTS 101.0, FID counter -12.7, PHOSPHO1 inh 44.9, GPR7 antagonist -22.3, PfM18AAP inh 4.7 and NALP1 inh -1.8.
Screening COc1cccc(-c2cnc(NCc3cc(Cl)ccc3O)n2C)c1 returned MEKK2mut PB1 HTS 9.0, OXTR agonist 7.0, MEKK2 WT-MEK5 134.0, MEKK3 PB1 HTS 104.0, FID counter 18.1, PHOSPHO1 inh 22.8, GPR7 antagonist 12.5, PfM18AAP inh -1.4 and NALP1 inh 4.6.
For Cc1cccc(COCC(Cc2ccccc2)N2CCN(C(=O)c3ccc(Cl)c(Cl)c3)CCC2=O)c1 (stereo not given) the results were MEKK2mut PB1 HTS 0.0, OXTR agonist -0.8, MEKK2 WT-MEK5 101.0, MEKK3 PB1 HTS 106.0, FID counter -36.0, PHOSPHO1 inh -16.0, GPR7 antagonist -13.9, PfM18AAP inh -1.9 and NALP1 inh 27.1.
Screening COc1ccc(CN(C)C(c2ccccc2)c2nnnn2-c2ccccc2C)c(OC)c1C (stereo not given) returned MEKK2mut PB1 HTS 0.0, OXTR agonist -2.2, MEKK2 WT-MEK5 102.0, MEKK3 PB1 HTS 101.0, FID counter -17.8, PHOSPHO1 inh 4.4, GPR7 antagonist -3.6, PfM18AAP inh 5.8 and NALP1 inh 1.6.
`CCOc1ccccc1N1CCN(Cc2cc3c(cc2[N+](=O)[O-])OCO3)CC1` gave MEKK2mut PB1 HTS 11.0, OXTR agonist -2.4, MEKK2 WT-MEK5 112.0, MEKK3 PB1 HTS 108.0, FID counter -8.2, PHOSPHO1 inh 24.7, GPR7 antagonist -27.2, PfM18AAP inh 6.0 and NALP1 inh 15.8.
`CCOCCCNS(=O)(=O)c1ccc2c(c1)CCN2C(=O)CC` gave MEKK2mut PB1 HTS -1.0, OXTR agonist 1.7, MEKK2 WT-MEK5 105.0, MEKK3 PB1 HTS 102.0, FID counter -5.3, PHOSPHO1 inh 5.5, GPR7 antagonist -13.3, PfM18AAP inh -11.8 and NALP1 inh 11.3.
Screening Cn1nnc2c(NCc3ccco3)nccc21 returned MEKK2mut PB1 HTS 0.0, OXTR agonist 0.0, MEKK2 WT-MEK5 100.0, MEKK3 PB1 HTS 94.0, FID counter 1.8, PHOSPHO1 inh 11.4, GPR7 antagonist -4.0, PfM18AAP inh -2.9 and NALP1 inh 15.3.
For Cc1ccc(-c2nc3ccccc3c(=O)n2NC(=O)COc2ccccc2)cc1 the results were MEKK2mut PB1 HTS 0.0, OXTR agonist 3.2, MEKK2 WT-MEK5 104.0, MEKK3 PB1 HTS 96.0, FID counter -14.3, PHOSPHO1 inh 13.3, GPR7 antagonist -9.9, PfM18AAP inh -0.5 and NALP1 inh 31.5.
For CC(=O)Nc1ccc2c(c1)CCCC2 the results were MEKK2mut PB1 HTS 1.0, OXTR agonist 0.2, MEKK2 WT-MEK5 101.0, MEKK3 PB1 HTS 100.0, FID counter 4.6, PHOSPHO1 inh -14.5, GPR7 antagonist -8.2, PfM18AAP inh 4.2 and NALP1 inh -1.8.
`COC(=O)Cc1ccc(NC(=S)NCc2cccc(OC)c2)cc1` gave MEKK2mut PB1 HTS 3.0, OXTR agonist 0.4, MEKK2 WT-MEK5 104.0, MEKK3 PB1 HTS 106.0, FID counter -5.8, PHOSPHO1 inh 26.0, GPR7 antagonist -1.0, PfM18AAP inh 4.1 and NALP1 inh -3.3.
For Cc1ccc(NS(=O)(=O)c2ccc(NS(=O)(=O)c3cccs3)cc2)cc1 the results were MEKK2mut PB1 HTS 0.0, OXTR agonist 5.8, MEKK2 WT-MEK5 98.0, MEKK3 PB1 HTS 99.0, FID counter -0.3, PHOSPHO1 inh -10.7, GPR7 antagonist 3.4, PfM18AAP inh -0.7 and NALP1 inh 8.5.
`Cc1ccc(Nc2nc(-c3ccc(S(=O)(=O)N4CCOCC4)cc3)cs2)cc1` gave MEKK2mut PB1 HTS -5.0, OXTR agonist -0.8, MEKK2 WT-MEK5 97.0, MEKK3 PB1 HTS 101.0, FID counter -3.5, GPR7 antagonist -5.1 and PfM18AAP inh 26.4.
`CS(=O)(=O)N(CC(=O)NCc1cccnc1)C1CCCCC1` gave MEKK2mut PB1 HTS -8.0, OXTR agonist -0.1, MEKK2 WT-MEK5 89.0, MEKK3 PB1 HTS 97.0, FID counter -4.2, PHOSPHO1 inh 16.8, GPR7 antagonist 0.5, PfM18AAP inh -0.2 and NALP1 inh 9.8.
COc1cc(/C=N/NC(N)=O)ccc1OC(=O)c1cccs1 was read as MEKK2mut PB1 HTS -3.0, OXTR agonist -2.1, MEKK2 WT-MEK5 98.0, MEKK3 PB1 HTS 99.0, FID counter -15.3, PHOSPHO1 inh 21.3, GPR7 antagonist -8.2, PfM18AAP inh 2.2 and NALP1 inh -24.8.
C/C(=N\NC(=O)CNC(=O)c1cccnc1)c1cccc(O)c1 was read as MEKK2mut PB1 HTS 9.0, OXTR agonist 0.9, MEKK2 WT-MEK5 114.0, MEKK3 PB1 HTS 110.0, FID counter -4.3, PHOSPHO1 inh -7.0, GPR7 antagonist -11.8, PfM18AAP inh 0.6 and NALP1 inh 0.6.
For COc1cc(-c2nc(-c3cccc(C)c3)no2)cc(OC)c1OC the results were MEKK2mut PB1 HTS 1.0, OXTR agonist -0.3, MEKK2 WT-MEK5 103.0, MEKK3 PB1 HTS 108.0, FID counter -9.1, PHOSPHO1 inh -32.2, GPR7 antagonist -18.9, PfM18AAP inh 0.1 and NALP1 inh -85.7.
`CCOC(=O)N1CCC(NC(=O)C2CCCN(S(C)(=O)=O)C2)CC1` (stereo not given) gave MEKK2mut PB1 HTS -13.0, OXTR agonist 1.2, MEKK2 WT-MEK5 87.0, MEKK3 PB1 HTS 80.0, FID counter 1.9, PHOSPHO1 inh 6.2, GPR7 antagonist 8.6, PfM18AAP inh 4.6 and NALP1 inh 0.5.
Screening COc1ccc(NC(=O)C/C(C)=N/NC(=O)c2cnccn2)c(OC)c1 returned MEKK2mut PB1 HTS -4.0, OXTR agonist -0.1, MEKK2 WT-MEK5 99.0, MEKK3 PB1 HTS 100.0, FID counter -6.9, PHOSPHO1 inh 34.6, GPR7 antagonist 6.6, PfM18AAP inh 2.6 and NALP1 inh 17.1.
`Cn1nnnc1SCC(=O)NCCCc1ccccc1` gave MEKK2mut PB1 HTS 4.0, OXTR agonist -0.3, MEKK2 WT-MEK5 106.0, MEKK3 PB1 HTS 105.0, FID counter -0.1, PHOSPHO1 inh 2.9, GPR7 antagonist -1.4, PfM18AAP inh -5.8 and NALP1 inh 15.6.
O=C(c1c(F)c(F)c(F)c(F)c1F)N1CCc2ccccc21 was read as MEKK2mut PB1 HTS 2.0, OXTR agonist -2.8, MEKK2 WT-MEK5 92.0, MEKK3 PB1 HTS 104.0, FID counter 0.6, GPR7 antagonist -12.2 and PfM18AAP inh 6.9.
For CCOc1ccccc1N1CCN(S(=O)(=O)c2cc(C)ccc2OC)CC1 the results were MEKK2mut PB1 HTS 0.0, OXTR agonist -0.9, MEKK2 WT-MEK5 103.0, MEKK3 PB1 HTS 105.0, FID counter -43.0, PHOSPHO1 inh -21.5, GPR7 antagonist -3.7, PfM18AAP inh 1.4 and NALP1 inh 11.5.
Screening C=CC[n+]1c(C)csc1Nc1ccc(C)cc1 returned MEKK2mut PB1 HTS -9.0, OXTR agonist -0.4, MEKK2 WT-MEK5 90.0, MEKK3 PB1 HTS 91.0, FID counter 5.6, PHOSPHO1 inh 19.9, GPR7 antagonist -8.0, PfM18AAP inh 12.9 and NALP1 inh -1.6.

Assay outcomes (PubChem BioAssay)
